# High-throughput results: PubChem BioAssay, National Center for Advancing Translational Sciences (NCATS)
# USP2a block = qHTS Assay for Inhibitors of Ubiquitin-specific Protease USP2a Using CHOP2 as the Reporter; Ubiquitin carboxyl-terminal hydrolase 2 (Homo sapiens), O75604; USP2 core, Ub-CHOP2 coupled fluorogenic reporter, 485/531; Potency, µM (titrated, usually from 38.3 µM), for inactives: at the highest dose activity change, negative = inhibition, usual class: inhibitors; actives 0.01% (n = 330,000);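 also: potency is read from the fitted curve at half-maximal effect; plate controls were DMSO wells for no effect and full inhibition by NEM control for full effect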
#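 Cell-free coupled assay: 10nM USP2 core preincubated 30min RT with compound in Tris-HCl pH 8.0/CaCl2/CHAPS buffer, then 25nM Ub-CHOP2 and 25nM reporter substrate; fluorescence (Ex 485/Em 531) read after 60min RT, normalized to NEM inhibition, concentration-response curves fitted.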
# Eya2 inh = qHTS Assay for Inhibitors of the Phosphatase Activity of Eya2 | Protein phosphatase EYA2 (Homo sapiens), O00167 | recombinant Eya2, OMFP fluorescence dephosphorylation (OMFP is methylfluorescein phosphate) | Potency, µM (series often up to 76.9 µM), without a hit: at the highest dose activity, negative = inhibition, actives largely listed as inhibitors | actives 0.006% (n = 330,000); also: potency is read from the fitted curve at half-maximal effect; % is scaled to controls: 0 for no effect and ±100 for the full control effect
#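 Eya2 (0.2 uM) preincubated 10 min at ambient with compound, then OMFP substrate added at 50 uM; 10 min reaction in 50 mM HEPES pH 7.5, 50 mM NaCl, 5 uM MgCl2, 0.05% BSA, 1 mM DTT. Fluorescence read at Ex 485/Em 525 nm.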
# TCR activator = Activators of T cell receptors: qHTS campaign; primary human leukocytes, anti-CD3, IL-2 HTRF, 48 h; Potency, µM (doses to about 9.22 µM), for the others: at the top dose activation of IL-2 secretion, actives largely listed as activators; 330,000 tested, under 10 active; AID 504894, 2011; also: % of control where 0% means no effect
#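 Human primary leukocytes + a-CD3 beads + cpd, 48 hr; IL-2 in supernatant by HTRF (ex 320nm / em 665nm). No co-stimulatory signal supplied.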
# TSHR antag = Antagonists of the Thyroid Stimulating Hormone Receptor: HTS campaign; TSHR-expressing cells, TSH-stimulated cAMP HTRF, 2 h; hits give low values; actives 0.2% (n = 330,000); AID 504810, 2011; Thyrotropin receptor (Homo sapiens), P16473; activity change, negative = inhibition, % at 11.5 µM;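 active = activity change below a set negative limit, meaning inhibition stronger than a set level, cut at about -70% in these data; inconclusive = activity change between two set negative limits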; also: % is scaled to controls: 0 for no effect and ±100 for the full control effect
# Target sequence (P16473 whole entry, looked up): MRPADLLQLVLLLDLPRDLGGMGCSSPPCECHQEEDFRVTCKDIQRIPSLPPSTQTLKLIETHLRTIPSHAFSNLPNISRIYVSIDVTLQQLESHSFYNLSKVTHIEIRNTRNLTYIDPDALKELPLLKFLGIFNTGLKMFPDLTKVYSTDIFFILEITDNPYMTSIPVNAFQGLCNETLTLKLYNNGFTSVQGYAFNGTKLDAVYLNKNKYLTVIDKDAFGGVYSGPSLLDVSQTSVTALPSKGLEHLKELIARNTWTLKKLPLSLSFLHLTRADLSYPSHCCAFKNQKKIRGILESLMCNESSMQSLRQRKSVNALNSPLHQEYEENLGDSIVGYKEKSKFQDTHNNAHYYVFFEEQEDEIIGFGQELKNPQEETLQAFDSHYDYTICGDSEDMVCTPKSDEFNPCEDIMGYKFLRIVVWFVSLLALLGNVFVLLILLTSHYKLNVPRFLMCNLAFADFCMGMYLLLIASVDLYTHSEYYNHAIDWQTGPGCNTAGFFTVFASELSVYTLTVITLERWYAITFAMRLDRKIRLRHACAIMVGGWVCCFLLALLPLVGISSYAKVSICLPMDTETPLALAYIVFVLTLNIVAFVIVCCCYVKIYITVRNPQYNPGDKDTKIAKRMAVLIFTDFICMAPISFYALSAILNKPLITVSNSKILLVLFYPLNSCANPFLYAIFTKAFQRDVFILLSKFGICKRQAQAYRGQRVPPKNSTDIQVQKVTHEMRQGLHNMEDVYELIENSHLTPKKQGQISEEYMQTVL
#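 TSHR-expressing cells, 200/well, pre-treated with compound, then stimulated with EC80 TSH (4nM final) for 2 hours at 37 deg C. cAMP measured by competitive HTRF: anti-cAMP cryptate antibody in lysis buffer plus cAMP-d2, read after 30 minutes at room temperature.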
# hERG WT inh = qHTS for Inhibitors of KCHN2 3.1: Wildtype qHTS. U2OS, BacMam KCNH2, thallium flux FluxOr; hits give low values. activity change, % at 1.84 µM. AID 720551, 2013. actives 0.37% (n = 340,000);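 active = maximum activity change below -70%; inconclusive = maximum activity change between -70% and -50%; inactive = maximum activity change above -50%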; also: % is scaled to controls: 0 for no effect and ±100 for the full control effect
#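 U2OS cells transduced with wild-type KCNH2 virus are loaded with FluxOr dye for 45 min, and thallium flux is measured in kinetic reads before and after stimulation buffer. Rate constants are normalized to DMSO controls.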
# A-T KAP1 phos = qHTS Assay for Identifying a Potential Treatment of Ataxia-Telangiectasia | actives 0.19% (n = 320,000) | […] A-T fibroblasts, KAP-1 phosphorylation AlphaLISA; neocarzinostatin DNA damage 30 min before lysis | AID 485349, 2010 | Potency, µM (series often up to 57.5 µM), for the others: at the top dose activation, actives largely listed as activators; also: potency is read from the fitted curve at half-maximal effect; % of control where 0% means no effect; nearly all actives have a fitted effect of over 45% in size
#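 hTERT-immortalized A-T patient fibroblasts ([…]), 500 cells/well in OPTI-MEM, 1% FBS, got compounds for 60 min, then NCS for 30 min at 37C. Lysates were then assayed for phospho-KAP-1 by AlphaLISA (anti-pKAP1 donor, anti-KAP1 acceptor beads), 6 hr at 25C.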
# ELG1 repair inh = qHTS screen for small molecules that inhibit ELG1-dependent DNA repair in human embryonic kidney (HEK293T) cells expressing luciferase-tagged ELG1; HEK293T ELG1-luciferase reporter, luminescence, 16 h; DNA damage induced by 5-fluorouridine; actives 2.3% (n = 330,000); Potency, µM (titrated, usually from 46.1 µM), inactives show at the highest dose activity change, negative = inhibition, usual class: inhibitors; also: potency is read from the fitted curve at half-maximal effect; % is scaled to controls: 0 for no effect and ±100 for the full control effect; nearly all actives have a fitted effect of over 55% in size
#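 DMSO vehicle served as the neutral condition. Each well held 2,000 cells given 5-fluorouridine plus compound; after 16 hr at 37 °C/5% CO2, ONE-Glo was added and luciferase measured 30 min later.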
# TRPV1 agonist = HTS Assay for Compounds that Act as Agonists of the Vanilloid Receptor 1; TRPV1-expressing cells, Fluo-8 calcium influx, agonist mode; actives 0.19% (n = 320,000); activation, % at 8.33 µM; AID 540275, 2011; Transient receptor potential cation channel subfamily V member 1 (Homo sapiens), Q8NER1; in the data active = activation above about 80%; inconclusive = between about 30% and that limit; also: 0% is about no effect
#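 Cells expressing TRPV1 were dye-loaded with Fluo-8 and read kinetically: 10 s baseline, 3 min after compound (agonist portion), then 2 min after EC20 capsaicin (allosteric enhancer portion). Calcium-bound dye fluorescence at 480/520 nm.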
# KCNH2 3.1 inh = qHTS for Inhibitors of KCHN2 3.1: Mutant qHTS; U2OS KCNH2 3.1, thallium flux FluxOr; hits give low values; activity change, % (tested at about 1.8 µM); actives 0.95% (n = 340,000); AID 720553, 2013;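 active = maximum activity change below -70%; inconclusive = maximum activity change from -70% to -50%; inactive = maximum activity change above -50%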;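 also: thallium influx rate constant from kinetic fluorescence after stimulation buffer; % is scaled to controls: 0 for no effect and ±100 for the full control effect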
#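 U2OS cells transduced with KCNH2 3.1 mutant virus (1.77 x 10^8 /mL, 4 h), plated overnight at 37 C, loaded 45 min with FluxOr dye plus Red40 quencher. Thallium flux rate constant from kinetic reads after stimulation buffer, normalised to controls.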
# Mito fusion yeast = qHTS Assay for Small Molecule Inhibitors of Mitochondrial Division or Activators of Mitochondrial Fusion | Potency, µM (top dose mostly 46.1 µM), without a hit: at the highest dose growth rescue (activation), actives largely listed as activators | S. cerevisiae fusion-defective mutant growth rescue, CellTiterGlo 48 h | actives 0.23% (n = 320,000);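 also: potency is read from the fitted curve at half-maximal effect; % of control where 0% means no effect; nearly all actives have a fitted effect of over 45% in size; temperature-sensitive fusion mutants such as fzo1-1 at 37 °C on non-fermentable ethanol glycerol medium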
#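 Compounds are tested for their ability to restore growth of mitochondrial fusion-defective yeast strains at non-permissive 37C in YPEG medium over 48 hours. Viability is quantified by luciferase luminescence.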
# * = called active by the depositor; u = inconclusive; x = no result given; & = joins results of further samples; [ ] = dose if it differs, or a comment. Unless noted, calls follow the shape of the dose curve; as a rule, active = well fitted curve in the direction sought with a large enough effect; inconclusive = small, poorly fitted or top-dose-only effect, or another doubt; inactive = no such curve, though single readings can be large; an effect the other way counts as inactive or inconclusive. An excerpt; count on the stated rates, not on these rows.
SMILES,USP2a block,Eya2 inh,TCR activator,TSHR antag,hERG WT inh,A-T KAP1 phos,ELG1 repair inh,TRPV1 agonist,KCNH2 3.1 inh,Mito fusion yeast
CC1CC(C)CN(CCCNC(=O)c2ccc3c(c2)ncn3C2CCCC2)C1 (configuration not stated),3%,-3%,-1%,0,14,7%,17%,-5,15,-9%
CCc1cc(=O)[nH]c(SCC(=O)Nc2ccc3c(c2)OCCO3)n1,0%,-14%,1%,-8,9,10%,10%,1,8,1%
O=C(Nc1ccc(N2CCOCC2)c(Cl)c1)c1ccccc1F,9%,-24%,12%,-5,4,5%,u,-2,12,7%
COc1ccccc1C/C(N)=N/OC(=O)c1ccc(C)c([N+](=O)[O-])c1,-1%,-1%,-8%,-11,6,11%,11%,7,0,-5%
Cn1c(=O)c2c(nc(N3CCOCC3)n2CCc2ccccc2)n(C)c1=O,0%,0%,0%,3,x,-2%[11.5 µM],-3%,-1,14,3%
CS(=O)(=O)N(CC(=O)Nc1ccc2c(c1)OCCO2)c1ccc2c(c1)OCO2,-1%,7%,5%,14,5,5%,12%,15,-2,-1%
COc1ccc(C(=O)NCc2nnc(SCCOc3ccccc3)n2C)cc1,2%,8%,5%,-10,-4,2%,-23%,-2,-2,-1%
C=CCOC(=O)C1=C(C)NC(=O)NC1/C=C/c1ccccc1OC (configuration not stated),3%,4%,-4%[46.1 µM],12,15,0%,-13%,3,x,2%
Cc1ccccc1N(C(=O)CCCC(=O)Nc1ccccn1)C(C(=O)NC1CCCC1)c1ccc(O)cc1 (configuration not stated),2%,-8%,1%,-10,-3,1%,-3%,-1,8,1%
CC(C)CC(=O)NC(=S)Nc1ccc(NC(=O)c2ccco2)cc1,4%,2%,0%[46.1 µM],5,0,-2%,-24%,12,-25,u
COc1ccc(NS(=O)(=O)c2ccc3c(c2)NC(=O)CO3)c(OC)c1,1%,-2%,13%,1,-5,7%,13%,-1,9,-3%
CCOC(=O)N1CCc2c(sc3ncn(C)c(=O)c23)C1,-1%,-4%,-5%,0,-3,-3%,19%,4,2,9%

# 3 of the entries above in order of the TCR activator value, smallest number first:
compound	Eya2 inh	TCR activator	TSHR antag	TRPV1 agonist
CCOC(=O)N1CCc2c(sc3ncn(C)c(=O)c23)C1	-4%	-5%	0	4
CS(=O)(=O)N(CC(=O)Nc1ccc2c(c1)OCCO2)c1ccc2c(c1)OCO2	7%	5%	14	15
O=C(Nc1ccc(N2CCOCC2)c(Cl)c1)c1ccccc1F	-24%	12%	-5	-2

# Further records
SMILES,USP2a block,Eya2 inh,TCR activator,TSHR antag,hERG WT inh,A-T KAP1 phos,ELG1 repair inh,TRPV1 agonist,KCNH2 3.1 inh,Mito fusion yeast
CCCn1cc(CN2CCC(n3nccc3NC(=O)CCOc3ccccc3)CC2)c(C)n1,-2%,-4%,-4%,5,3,4%,-1%,-2,14,1%
Nn1cnnc1SCC(=O)N1CCc2ccccc2C1,0%,13%,0%,13,13,-5%,1%,4,6,6%
Cc1ccc(NC(=O)c2cc(S(=O)(=O)N3CCOCC3)cn2C)cc1F,2%,3%,3%,18,-6,2%,1%,26,2,2%
Cc1cc(NS(=O)(=O)c2ccc(NC(=O)CSc3nc4ncc(Br)cc4[nH]3)cc2)nc(C)n1,1%,-3%,9%,6,-1,3%,u,-7,1,3%
O=C(CP(=O)(c1ccccc1)c1ccccc1)N/N=C/c1cc(Br)cc(Br)c1O,-4%,-7%,-4%[46.1 µM],15,18,3%,-5%,-2,5,12%
O=C(NNC(=O)c1ccc2c(c1)OCO2)NC12CC3CC(CC(C3)C1)C2,1%,8%,-1%[46.1 µM],-32,-16,-3%,9%,-1,2,0%
O=C(c1ccc(S(=O)(=O)c2cccc(Cl)c2)c([N+](=O)[O-])c1)N1CCN(c2ccccn2)CC1,5%,10%,-2%,-26,16,0%,18µM*,6,10,u
CCCCN1C(=O)c2ccc(C(=O)NCCN3C(=O)S/C(=C\c4cccnc4)C3=O)cc2C1=O,-5%,-1%,-3%[46.1 µM],11,1,-1%,u,4,0,1%
CCC(C)NC(=O)c1oc2ccc(S(=O)(=O)N3CCC4(CC3)OCCO4)cc2c1C (configuration not stated),3%,8%,-5%,-5,0,2%,-25%,0,3,-1%
COc1ccccc1OCCCCOc1ccccc1F,4%,u,3%,-5,-1,6%,u,2,0,3%
COc1cccc(-c2nnc(NC(=O)c3ccc(S(=O)(=O)N(CC(C)C)CC(C)C)cc3)o2)c1,1%,6%,4%,-9,-15,2%,-25%,0,6,3%
Cc1cc(C(=O)NP(=O)(N2CC(C)OC(C)C2)N2CC(C)OC(C)C2)c(C)n1C1CC1 (configuration not stated),-2%,-4%,-1%,-1,0,2%,12%,-3,0,3%
CCOc1ccc(C(=O)NCCCN2CCCC2=O)cc1,8%,-1%,-4%,10,5,2%,u,-2,7,-2%
Cc1cccc(-c2nnc(SCC(=O)Nc3nc4c(s3)CCCC4)n2C)c1,-2%,-8%,9%[46.1 µM],-6,0,-3%,u,-1,6,1%
COc1ccc(NC(=O)C2=CN3CCS(=O)(=O)N=C3C=C2)c(OC)c1,-1%,-2%,-1%,-3,-2,-6%,u,2,14,-1%
Clc1ccc2nsnc2c1NC1=NCCN1,0%,2%&-21%,-4%&0%,-3&8,-3&-17,22%,-1%,-2,0&4,20%&13%
CCC(=O)Nc1ccc2c(c1)ncn2C,-1%,11%,0%,4,-2,1%,16%,0,1,-3%
O=C(CCCOc1ccc(Br)cc1)NCCc1ccc(OC(F)F)cc1,4%,-5%,-3%,14,-8,2%,-10%,7,-28,3%
COC(=O)Cc1cc(=O)n(-c2nc3ccccc3s2)[nH]1,3%,-8%,x,-4,-16,0%,11%,-2,-8,-3%
O=C(Nc1ccc2c(c1)OCO2)Nc1ccc(F)cc1F,1%,-16%,-1%,12,-2,-14%,u,26,-2,-1%
COc1ccc(C(=O)CC(=O)C(=O)Nc2cc([N+](=O)[O-])ccc2OC)cc1,-1%,5%,0%,0,6,-9%,22%,4,16,1%
Fc1cccc(NC(=S)NCc2cccnc2)c1,3%,-3%,-2%[46.1 µM],40,9,7%,-11%,-1,3,-3%
Cc1csc2ncc(C(=O)NCCC(c3ccccc3)c3ccccc3)c(=O)n12,3%,4%,5%,2,-1,x,x,2,-16,8%
CCOc1ccc(CNC(=O)CCC(=O)N2Cc3cccc(OC)c3Oc3ncccc32)cc1,-1%,10%,-2%,-8,-8,12%,19%,1,-4,0%
CC(=O)c1ccc(OCc2cc([N+](=O)[O-])cc3c2OCOC3)cc1,1%,-2%,0%,1,-6,0%,14%,u,0,2%
O=[N+]([O-])c1ccc(/C=N/n2c(CO)nc3ccccc32)s1,17%,-1%,1%[46.1 µM],-4,-17,-1%,u,4,5,-2%
Cc1cc2c(sc3ccccc32)c(C)n1,4%,u,-6%,-4,4,-12%,0%,10,4,-2%
CCOC(=O)N1CCN(C(=O)CN(Cc2ccccc2)S(C)(=O)=O)CC1,0%,14%,3%,4,16,-4%,5%,0,8,-2%
O=C(NCCC1=CCCCC1)C1CCCN(S(=O)(=O)c2cccnc2)C1 (configuration not stated),-2%,4%,-4%,9,-5,2%,-18%,u,14,0%
CCN(CC)CCSc1nc2ccccc2c(=S)n1-c1ccccc1,2%,-1%,3%,3,1,-1%,20%,3,0,9%
O=C(c1ccccn1)N1CCN(c2ccc(C(F)(F)F)cn2)CC1,2%,2%,-5%[46.1 µM],3,-13,0%,-11%,u,22,-2%
COc1cc(NC(=S)NCCCO)c(OC)cc1Cl,-2%,u,-8%,-20,-10,0%,-11%,4,-3,-2%
Cc1cc(C(=O)c2ccccc2)c(NC(=O)CCl)s1,-1%,-2%,1%[46.1 µM],13,-4,4%,-28%,3,-19,-8%
O=C(NCCCN1CCOCC1)C(=O)c1c[nH]c2ccccc12,1%,1%,12%,0,-11,7%,13%,1,-5,3%
